Assay outcomes deposited in PubChem BioAssay by several laboratories.
PKA-R2B act – PKA-R2B complex activation; PKA-R2B holoenzyme dissociation, Cy5-IP20 fluorescence polarization; R2B truncated from residue 108, S112A mutant; 0% DMSO only, 100% 113 µM cGMP; 340,000 tested, 0.079% active; activation, % at 11.4 µM; P22694+P31323;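 active = activation above a cutoff set at the mean over all compounds plus 3 SD, cut at about 18% in these data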;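 note: higher means more holoenzyme dissociation and a rise in polarization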
Target sequence (P31323 whole entry, looked up, other chains not shown, the tested form may be a part): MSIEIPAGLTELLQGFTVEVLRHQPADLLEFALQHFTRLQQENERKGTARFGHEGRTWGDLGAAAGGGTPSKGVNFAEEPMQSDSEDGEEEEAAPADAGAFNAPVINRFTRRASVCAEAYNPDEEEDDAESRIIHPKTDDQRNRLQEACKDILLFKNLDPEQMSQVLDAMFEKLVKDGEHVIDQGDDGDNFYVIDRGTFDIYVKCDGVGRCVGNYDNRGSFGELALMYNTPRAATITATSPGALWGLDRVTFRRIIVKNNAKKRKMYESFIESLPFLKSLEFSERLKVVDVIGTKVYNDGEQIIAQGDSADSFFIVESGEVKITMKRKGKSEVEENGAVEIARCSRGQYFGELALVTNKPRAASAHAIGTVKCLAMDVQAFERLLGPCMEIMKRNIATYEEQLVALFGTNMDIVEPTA
HTR5A ag – activates human HTR5A in OPRM1-OPRD1 agonist counter-screen; P47898; HTR5A agonist assay, luminescence, cell-based; activation, % at 9.3 µM; 340,000 tested, 0.61% active; in the data active = activation mostly above about 9.5%, no sharp cut-off; inactive = mostly below about 7.6%;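 note: 0% = cells with vehicle only and 100% = reference agonist; strong numbers were not always called active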
Target sequence (P47898 whole entry, looked up): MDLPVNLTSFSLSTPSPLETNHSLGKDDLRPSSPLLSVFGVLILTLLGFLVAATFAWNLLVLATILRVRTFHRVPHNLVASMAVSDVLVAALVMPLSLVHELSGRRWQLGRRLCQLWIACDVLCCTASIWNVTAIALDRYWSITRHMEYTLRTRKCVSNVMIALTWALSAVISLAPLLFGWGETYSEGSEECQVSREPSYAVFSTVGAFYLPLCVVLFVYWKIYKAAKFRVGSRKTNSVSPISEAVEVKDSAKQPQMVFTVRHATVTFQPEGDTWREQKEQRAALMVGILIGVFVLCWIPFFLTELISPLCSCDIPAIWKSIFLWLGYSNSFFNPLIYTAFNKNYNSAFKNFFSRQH
E coli growth – bacterial growth inhibition, counter-screen for AddAB inhibitors | inhibition, % at 11.9 µM | E. coli V3065 growth, OD600 absorbance, 18 h | 330,000 tested, 0.27% active | AID 449728;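 active = inhibition above the campaign's mean inhibition across all tested compounds plus 3 SD, cut at about 9.9% in these data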;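 note: uninfected addAB+ strain grown without phage in ampicillin broth; 0% = DMSO wells and 100% = ciprofloxacin 0.95 µg/ml wells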
HTR5A inv ctr – counter-screen for OPRM1-OPRD1 inverse agonists: human HTR5A inverse agonism | P47898 | HTR5A cell line, luminescence | 340,000 tested, 0.083% active | inhibition, % at 9.3 µM; in the data active = inhibition mostly above about 23%, no sharp cut-off; inactive = mostly below about 18%;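 note: 0% = cells with DMSO and 100% = no-cell wells with DMSO; some compounds called inactive have numbers as strong as hits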
Mot1-301 SUMO – blocks SUMOylation pathway, rescuing yeast Mot1-301 growth; 320,000 tested, 1% active; AID 2716; S. cerevisiae Mot1-301 growth rescue, ATP luminescence, 38.5C; percent above DMSO median, 100 means doubled; growth rescue, % at 18.8 µM;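 active = every valid replicate shows activation above 250% relative to neutral control wells; inactive = the rest, any valid replicate at or below 250%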;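 note: OY570 slx delta 5 strain wells were the positive control but not used for scaling; some compounds called inactive have numbers as strong as hits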
PKA-R1A activ – PKA-R1A complex activation. AID 504707. PKA-R1A dissociation, Cy5-IP20 fluorescence polarization; scaled: DMSO 0%, 113 µM cGMP 100%. activation, % at 11.4 µM. 340,000 tested, 0.083% active. P00514+P68181;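 active = percent activation above the mean of all tested compounds plus 3 SD, cut at about 19% in these data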;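 note: higher means more PKAc released from R1A so a rise in polarization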
Tat transport – E. coli Tat transport inhibition; inhibition, % at 10 µM; E. coli MC4100 TorA-mCherry Tat export, fluorescence; 340,000 tested, 0.036% active;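 active = mean replicate inhibition at least 50% and at least half of replicates individually reaching 50%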;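 note: exported cargo escapes ClpAP degradation while cytoplasmic cargo is degraded and loses fluorescence; 0% = median of neutral control wells and 100% = median of NaSCN control wells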
DAGLB inhibitor – blocks human DAGLB lipase activity; Q8NCG7; HEK293T DAGLB membrane lysate, EnzChek fluorogenic substrate; inhibition, % at 5.17 µM; 340,000 tested, 0.059% active; AID 504411; in the data active = inhibition above about 34%;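 note: 0% = enzyme with vehicle and 100% = wells lacking enzyme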
AddAB inh – less growth of phage-infected E. coli with AddAB | E. coli expressing H. pylori AddAB, absorbance growth | inhibition, % at 11.9 µM | 330,000 tested, 0.29% active; in the data active = inhibition above about 12%;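 note: 0% = vehicle wells of infected cells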
phage Ecoli inh – E. coli growth loss with phage present; AID 651602; growth absorbance; 360,000 tested, 0.26% active; inhibition, % at 11.9 µM; in the data active = inhibition above about 11%
CDK5 inh – CDK5/p35 (human) kinase inhibition. inhibition, % at 10 µM. Recombinant CDK5/p35, ADP-Glo luminescence, 60 min. 330,000 tested, 0.01% active;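 active = highest replicate inhibition of at least 50% and at least 75% of replicates reaching 50%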;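 note: plate controls were DMSO neutral control for no effect and GW8510 at 10 µM for full effect; many of its hits are not listed in these tables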
* marks the source's active call; other numbers are inactive results; · = not tested or not shown.

1. O=C(NC(NC(=S)Nc1cc(Cl)ccc1Cl)C(Cl)(Cl)Cl)c1ccco1 (stereo not given)
2. O=[N+]([O-])c1cncc([N+](=O)[O-])c1Nc1ccccc1Cl
3. O=C1NC(=Nc2ccccc2)S/C1=C\c1cccs1
4. CN(C(=O)CSc1ccc(S(=O)(=O)N2CCCCC2)cn1)c1ccccc1
5. COc1ccc(-c2sc(Nc3ccc(F)c(F)c3F)nc2CCC(=O)NN)cc1
6. Cn1c(=O)c(=O)n(C)c2cc(S(=O)(=O)CCC(=O)Nc3c(F)c(F)c(F)c(F)c3F)ccc21
7. O=C(COC(=O)CCS(=O)(=O)c1ccccc1)Nc1ccc(N2CCCCC2)cc1
8. CCOc1cc(/C=N/NC(=O)c2cccc([N+](=O)[O-])c2)ccc1OS(=O)(=O)c1ccccc1
9. Cc1nn(CC(=O)Nc2ccccn2)c(C)c1Br
10. Cc1nc2c3cnn(-c4ccccc4)c3ncn2n1
screen / no.	1	2	3	4	5	6	7	8	9	10
PKA-R2B act	1	-6	-12	7	-4	-10	-6	4	1	-6
HTR5A ag	-1	-4	1	-1	6	-5	-2	7	1	-4
E coli growth	2.9	-1.2	-2.8	-2.0	-3.7	0.1	-0.7	-3.2	-1.0	0.5
HTR5A inv ctr	2	9	-24	3	-8	-7	5	-7	3	-4
Mot1-301 SUMO	-8	813*	7	·	13	-7	9	44	25	13
PKA-R1A activ	1	-5	2	18	-2	-2	-13	-8	-4	-3
Tat transport	7	-1	1	-8	14	6	-7	-2	4	-7
DAGLB inhibitor	2	4	2	0	3	0	2	-1	1	-4
AddAB inh	4.8	1.2	-1.1	-0.8	1.2	2.4	1.9	2.9	1.8	2.3
phage Ecoli inh	4.8	4.9	3.2	1.1	0.2	0.7	-1.1	1.9	4.6	1.6
CDK5 inh	1.6	0.5	1.0	-1.7	0.0	-0.4	-7.0	1.5	-2.0	0.4

11. Cc1ccc(N(CCC(=O)N2CCOCC2)S(=O)(=O)c2ccccc2)cc1
12. CCN(CC(=O)Nc1ccc(NC(C)=O)cc1)C(=O)c1ccc(=O)n(C)n1
13. CC1CCN(S(=O)(=O)c2ccc3c(c2)c(=O)c(C(=O)N2CCCCC2)cn3C)CC1
14. O=C(CSc1ccc2nnc(CCNC(=O)c3ccccc3)n2n1)NCc1ccco1
15. Cc1ccc(S(=O)(=O)N2CCC(NC(=O)OC(C)C)CC2)cc1
16. Cc1ccc(NC(=S)N2CCn3cccc3C2c2cccnc2)cc1 (stereo not given)
17. CS(=O)(=O)Nc1ccc(Cc2ccc(NS(C)(=O)=O)cc2)cc1
18. CC(C)C(NC(=O)C(Cc1ccccc1)NC(=O)OCc1ccccc1)C(=O)O (stereo not given)
19. Cc1cc(C)cc(OCC(=O)NCCc2nc3ccccc3[nH]2)c1
20. CCc1cc2cc(C)cc(C)c2nc1SCC(=O)NNC(=O)c1ccco1
screen / no.	11	12	13	14	15	16	17	18	19	20
PKA-R2B act	-10	-3	5	0	1	-4	-2	4	-1	4
HTR5A ag	-4	1	1	1	-3	4	2	-1	0	2
E coli growth	-1.6	-0.5	0.2	0.7	-2.1	0.8	0.7	1.3	2.3	0.3
HTR5A inv ctr	9	-2	11	-1	9	-3	-5	-2	10	5
Mot1-301 SUMO	-4	0	0	0	-4	-4	0	-2	-1	2
PKA-R1A activ	11	-7	-6	1	-5	3	0	4	-15	-2
Tat transport	-6	-9	-4	-2	-2	4	-4	0	-4	1
DAGLB inhibitor	0	2	2	0	-4	0	0	1	0	1
AddAB inh	0.3	-2.4	3.0	-0.3	-0.4	3.2	1.6	3.9	1.4	-0.9
phage Ecoli inh	1.6	1.1	2.1	3.7	4.9	0.5	1.8	3.3	2.0	2.8
CDK5 inh	0.2	1.3	2.7	1.2	-0.5	0.0	-1.7	-0.1	-0.1	2.1

A draw from above in order of number of heavy atoms, smallest number first.
10. Cc1nc2c3cnn(-c4ccccc4)c3ncn2n1
2. O=[N+]([O-])c1cncc([N+](=O)[O-])c1Nc1ccccc1Cl
17. CS(=O)(=O)Nc1ccc(Cc2ccc(NS(C)(=O)=O)cc2)cc1
1. O=C(NC(NC(=S)Nc1cc(Cl)ccc1Cl)C(Cl)(Cl)Cl)c1ccco1 (stereo not given)
7. O=C(COC(=O)CCS(=O)(=O)c1ccccc1)Nc1ccc(N2CCCCC2)cc1
8. CCOc1cc(/C=N/NC(=O)c2cccc([N+](=O)[O-])c2)ccc1OS(=O)(=O)c1ccccc1
screen / no.	10	2	17	1	7	8
PKA-R2B act	-6	-6	-2	1	-6	4
HTR5A ag	-4	-4	2	-1	-2	7
E coli growth	0.5	-1.2	0.7	2.9	-0.7	-3.2
HTR5A inv ctr	-4	9	-5	2	5	-7
Mot1-301 SUMO	13	813*	0	-8	9	44
PKA-R1A activ	-3	-5	0	1	-13	-8
Tat transport	-7	-1	-4	7	-7	-2
DAGLB inhibitor	-4	4	0	2	2	-1
AddAB inh	2.3	1.2	1.6	4.8	1.9	2.9
phage Ecoli inh	1.6	4.9	1.8	4.8	-1.1	1.9
CDK5 inh	0.4	0.5	-1.7	1.6	-7.0	1.5

Next entries.
21. Cc1nc2ncccn2c1-c1csc(Nc2ccc(N(C)C)cc2)n1
22. CC(C)(C)c1cc(Cl)ccc1OCCn1ccnc1
23. O=C(CCn1c(=O)oc2ccccc21)N1CCOCC1
24. CC(=O)N1c2ccc(S(=O)(=O)N3CCC(C(=O)Nc4cccc(C)c4C)CC3)cc2CC1C (stereo not given)
25. O=C(COc1ncnc2ccccc12)N1CCN(S(=O)(=O)c2ccc(Cl)cc2)CC1
26. CCCC(C)NC(=O)COC(=O)c1cc(Br)c(Br)s1 (stereo not given)
27. CC(=O)c1sc(N/N=C\c2cccc(Br)c2)nc1C
28. CCCC(=O)Nc1ccc(NC(=O)c2ccccc2OC)cn1
29. O=C(Nc1ccc2c(c1)OCCO2)c1cnccn1
30. CC(C)(C)NC(=O)NC(=O)CN1CCN(c2cccc(Cl)c2)CC1
screen / no.	21	22	23	24	25	26	27	28	29	30
PKA-R2B act	-9	-5	-2	-2	-8	-3	-1	9	-2	4
HTR5A ag	8	0	-2	3	2	-3	7	3	7	-1
E coli growth	·	-2.7	1.5	-1.3	0.4	-2.2	-0.3	0.7	0.2	0.8
HTR5A inv ctr	-11	-1	-13	-18	-4	8	-22	-5	-2	-21
Mot1-301 SUMO	·	54	-19	-9	-2	2	3	-8	5	-18
PKA-R1A activ	-2	-6	-4	-13	-1	5	-2	9	-4	5
Tat transport	-2	31	-9	0	-5	-7	-1	4	1	-1
DAGLB inhibitor	1	-3	-3	2	-1	-2	-2	2	0	-5
AddAB inh	·	2.1	3.9	1.0	2.8	1.6	0.5	0.7	0.2	1.0
phage Ecoli inh	2.4	-0.4	1.7	-0.3	4.2	2.7	0.7	4.0	3.1	2.5
CDK5 inh	3.8	0.7	0.7	1.5	0.7	-1.7	-1.0	-0.6	-1.1	2.2

31. CCCCCC1C/C(=N\O)C=C(C)C1C(=O)OC (stereo not given)
32. C/C=C(\C)C(=O)NCCN1C2=NC[C@H](C)N2C[C@@H]1Cc1ccc(OC)cc1
33. CCOC(=O)C1(Cc2ccc(Cl)cc2)CCN(Cc2cn(CC)nc2C)CC1
34. CC(=O)Nc1ccc(S(=O)(=O)NC(C)c2ccccc2)cc1 (stereo not given)
35. CC(NC(=O)c1ccc2ccccc2n1)c1ccc(Br)cc1 (stereo not given)
36. O=C(CN1C(=O)C2C3C=CC(C3)C2C1=O)NCCN1CCCc2ccccc21 (stereo not given)
37. CC(C)SC1=NC(C)(C)C=C(/C=C/c2ccc(Cl)cc2Cl)N1
38. CSc1cc(C)n(-c2ccccc2C)c(=S)c1C(C)=O
39. Cc1ccc2c(c1)C(=O)C(=O)N2Cc1ccc(Br)cc1
40. O=C(NCc1ccccn1)c1cc(-c2ccc(-c3ccccc3)cc2)nc2ccccc12
screen / no.	31	32	33	34	35	36	37	38	39	40
PKA-R2B act	·	-1	7	5	9	0	9	-4	-23	2
HTR5A ag	·	-4	6	10	2	-2	1	-3	2	0
E coli growth	-0.9	-0.2	2.9	·	-0.9	0.8	-1.8	-0.3	1.1	-1.2
HTR5A inv ctr	·	12	-18	-29	-6	9	-2	-6	-37	-1
Mot1-301 SUMO	309*	-4	304	-12	-15	3	-24	14	187	27
PKA-R1A activ	·	4	12	0	8	-9	-4	-1	-12	-2
Tat transport	-1	1	-2	-3	12	-5	-1	-5	-5	2
DAGLB inhibitor	·	0	1	-2	-7	1	-5	-3	3	-3
AddAB inh	0.2	0.8	1.3	·	1.8	1.7	2.7	3.2	0.8	1.9
phage Ecoli inh	2.7	-0.1	0.9	1.9	0.1	1.9	1.1	3.5	1.8	3.3
CDK5 inh	0.9	-0.9	-3.1	0.1	1.1	-0.4	0.4	-0.7	-2.8	0.1

41. CC1CCCC(NC(=O)CCn2c(=S)oc3ccccc32)C1C (stereo not given)
42. O=C1CCN(CCc2ccccc2)CCN1[C@H](CSc1ccccc1)Cc1ccccc1
43. C/C(=N/Nc1nc(C)c(C)s1)c1cccc([N+](=O)[O-])c1
44. COc1cc(SC)ccc1C(=O)OC(C)C(=O)Nc1ccc(NC(C)=O)cc1 (stereo not given)
45. CN(C)CCCNCC(=O)c1c(-c2ccccc2)n(C)c2ccccc12
46. O=C(Nc1ccccc1)c1ccc(-c2ccccc2Cl)o1
47. CCc1ccc(C(=O)N/N=C(\C)c2cccnc2)s1
48. Cc1cc[n+](-c2nc3ccccc3nc2C(=C=[N-])C#N)cc1
49. O=S(=O)(c1cccc(-c2n[nH]c(=S)o2)c1)N1CCOCC1
50. CC1CCCCC1NC(=O)CCCCCn1c(=S)[nH]c2ccsc2c1=O (stereo not given)
51. CN(C)CCNC(=O)CNC(=S)N(Cc1ccccc1)Cc1cccnc1
screen / no.	41	42	43	44	45	46	47	48	49	50	51
PKA-R2B act	-9	-5	1	4	-4	-14	14	-3	10	-4	-11
HTR5A ag	2	6	5	0	-1	14	1	-1	-1	0	2
E coli growth	0.8	-0.9	-4.1	1.1	1.3	1.0	-0.8	0.0	0.2	0.5	1.4
HTR5A inv ctr	-7	11	-16	1	3	-37	-4	-14	4	6	-27
Mot1-301 SUMO	-7	10	-5	-7	-8	41	2	-6	3	120	18
PKA-R1A activ	-1	-2	11	7	-5	-9	6	-5	-11	-9	-7
Tat transport	2	13	-1	-3	3	-1	-3	0	1	-8	-4
DAGLB inhibitor	0	-7	0	1	1	-17	-11	1	-1	2	-1
AddAB inh	-0.2	3.4	1.1	3.5	-0.2	1.3	0.5	3.4	-1.4	2.9	-1.2
phage Ecoli inh	2.0	4.5	0.4	2.1	0.0	3.9	2.0	2.5	2.9	1.4	0.7
CDK5 inh	-0.2	-2.2	0.1	-0.4	0.7	5.4	-1.5	-2.1	0.0	1.8	-3.5
